# GRP78 ERSR act = inducers of ER stress response in human glioma cells; U87-MG GRP78 promoter luciferase reporter, 16 h; Potency, µM, inactives show at the highest dose activation, actives largely listed as activators; 420,000 tested, 0.02% active; further: potency means the concentration at half of the fitted maximal effect; series mostly up to about 76 µM; % of control where 0% means no effect; nearly all actives have a fitted effect of over 35% in size
#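 ERSR induction read as luciferase luminescence (Bright-Glo, 10 min at room temperature) in stably transfected human U87-MG glioma cells exposed to compounds for 16 h, using GRP78 as sensor.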
# D1 antagonist = human D1 dopamine receptor antagonism. 360,000 tested, 3.2% active. activity change, negative = inhibition, % at 10 µM. P21728. AID 504652. HEK293 TREx D1 cells, calcium flux, dopamine EC80; hits give low values; in the data active means activity change below about -30%; further: on the % scale 0 is the no-effect control and ±100 the full control effect
#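 Inducible Hek293 Trex D1 cells (tetracycline, overnight, 30 C). Calcium dye 30–90 min RT. Antagonist mode: EC80 dopamine added after 180 s compound read.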
# RXFP1 agonist = RXFP1 (human) receptor agonism; HEK293T-RXFP1 cAMP TR-FRET, 30 min; response scale: percent of porcine relaxin response, buffer zero; Potency, µM (highest dose often 57.5 µM), without a hit: top-dose activation, usual class: activators; 370,000 tested, 0.3% active; AID 2676; further: potency means the concentration at half of the fitted maximal effect; on the % scale 0 is the no-effect control and ±100 the full control effect; nearly all actives have a fitted effect of over 60% in size; many of its hits are not listed in these tables
#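 HEK293 cells stably expressing RXFP1, treated 30 min at 37C with compounds plus PDE4 inhibitor Ro 20174; cAMP measured by HTRF TR-FRET. Normalized to buffer and 29 nM porcine relaxin; EC50 by Hill fit.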
# D1 ag = human D1 receptor agonism; 360,000 tested, 1% active; AID 504660; activation, % at 2 µM; P21728; HEK293 T-REx D1 cells, calcium flux, agonist mode; in the data active means activation above about 30%; further: 0% is about no effect
#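 Tetracycline-induced HEK293 TREx D1 cells, force-coupled to calcium signalling, were dye-loaded with a no-wash calcium kit. Compound was pin-added after a 10 s baseline. Fluorescence was read kinetically at 1 cycle/s for 180 s, with calcium rises flagged as agonism.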
# D2 PAM = positively modulates the human D2 dopamine receptor allosterically; P14416; HEK293 T-REx D2, calcium flux, EC20 dopamine potentiation; potentiation, % at 10 µM; 340,000 tested, 0.34% active;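 active means potentiation over 3 SD above the plate norm, cut at about 30% in these data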; further: 0% is about no effect
# Target sequence (P14416 whole entry, looked up): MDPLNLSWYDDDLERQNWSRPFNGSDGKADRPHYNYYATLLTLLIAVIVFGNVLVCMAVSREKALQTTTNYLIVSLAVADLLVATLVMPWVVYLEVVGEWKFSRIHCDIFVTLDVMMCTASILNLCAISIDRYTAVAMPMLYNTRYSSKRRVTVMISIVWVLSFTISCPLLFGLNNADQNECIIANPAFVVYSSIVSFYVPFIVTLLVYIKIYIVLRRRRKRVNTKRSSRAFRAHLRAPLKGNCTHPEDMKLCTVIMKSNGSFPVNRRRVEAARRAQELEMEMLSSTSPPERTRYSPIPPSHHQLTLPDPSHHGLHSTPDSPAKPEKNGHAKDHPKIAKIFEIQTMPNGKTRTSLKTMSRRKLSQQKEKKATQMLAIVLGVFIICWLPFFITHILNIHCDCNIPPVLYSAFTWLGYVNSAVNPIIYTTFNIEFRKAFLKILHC
#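 Tetracycline-induced Hek293 Trex D2 cells, force-coupled to calcium, loaded with no-wash calcium dye. Compound added with 180 s kinetic read for agonism, then EC20 dopamine and a further 180 s read for potentiation.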
# Vif-A3F inh = inhibitors of Vif-A3F interaction; HeLa A3F-eYFP + Vif (tagged APOBEC3F with the HIV-1 protein that degrades it), YFP fluorescence increase; AID 602313; 390,000 tested, 0.2% active; Potency, µM (top dose mostly 46.1 µM), for the others: at the highest dose activity, negative = active; further: potency means the concentration at half of the fitted maximal effect; % of control where 0% means no effect; nearly all actives have a fitted effect of over 65% in size
#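 HeLa cells stably expressing A3F-eYFP plus Vif, plated and incubated overnight at 37 deg C, then exposed to compounds overnight at 37 deg C. Blocked degradation read as raised yellow fluorescence (Ex 488/Em 500-530).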
# RXFP1 antag = RXFP1 (human) relaxin receptor antagonism; Q9HBX9; HEK293-RXFP1, relaxin-stimulated cAMP HTRF, 30 min; hits give low values; activity change, negative = inhibition, % at 57.5 µM; 350,000 tested, 0.59% active;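 active means activity change of -60% or lower, but not beyond a set lower limit; inconclusive means change between -60% and -40%, or beyond the set limit; inactive means change above -40%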; further: on the % scale 0 is the no-effect control and ±100 the full control effect
# D1 potentiator = enhances dopamine response at the human D1 receptor. P21728. HEK293 TREx D1 cells, calcium flux, dopamine EC20 potentiation. potentiation, % at 10 µM. 360,000 tested, 0.036% active. AID 504651; in the data active means potentiation above about 30%; further: 0% is about no effect
# Vif-APOBEC3G blk = blocks the Vif interaction with human APOBEC3G; HeLa A3G-eYFP + Vif (tagged APOBEC3G with the HIV-1 protein that degrades it), YFP fluorescence, overnight; Q9HC16; Potency, µM (top dose mostly 46.1 µM), for the others: top-dose activity, negative = active, hits mostly inhibitors; 410,000 tested, 0.076% active;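 further: potency means the concentration at half of the fitted maximal effect; on the % scale 0 is the no-effect control and ±100 the full control effect; nearly all actives have a fitted effect of over 60% in size; hits raise eYFP signal because A3G escapes Vif-driven loss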
# Target sequence (Q9HC16 whole entry, looked up): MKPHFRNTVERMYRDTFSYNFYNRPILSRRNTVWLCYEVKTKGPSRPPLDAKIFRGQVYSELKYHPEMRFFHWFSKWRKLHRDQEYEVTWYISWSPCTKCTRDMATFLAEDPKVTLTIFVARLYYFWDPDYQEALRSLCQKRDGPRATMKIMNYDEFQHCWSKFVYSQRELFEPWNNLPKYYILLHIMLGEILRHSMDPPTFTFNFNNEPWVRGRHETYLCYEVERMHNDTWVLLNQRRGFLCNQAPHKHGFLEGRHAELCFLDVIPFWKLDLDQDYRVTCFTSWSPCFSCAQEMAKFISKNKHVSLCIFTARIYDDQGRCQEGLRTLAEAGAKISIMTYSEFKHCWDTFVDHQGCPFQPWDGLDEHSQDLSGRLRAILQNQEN
#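 Read-out is eYFP fluorescence (Ex 488/Em 500-530) from Vif-expressing HeLa A3G-eYFP cells; more signal means A3G escaped Vif-mediated degradation. Cells plated overnight, compound pinned in, incubated overnight at 37 deg C.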
# An asterisk follows results filed as active; ? = inconclusive; . = no result given; & = joins results of further samples. Unless noted, the call rests on the fitted dose curve; in most records, active means well fitted curve in the direction sought with a large enough effect; inconclusive means small, poorly fitted or top-dose-only effect, or another doubt; inactive means no such curve, though single readings can be large; an effect the other way counts as inactive or inconclusive. A portion of the library (hit frequency here may not be typical).
molecule,Vif-APOBEC3G blk,RXFP1 agonist,D2 PAM,D1 antagonist,D1 ag,GRP78 ERSR act,RXFP1 antag,Vif-A3F inh,D1 potentiator
COc1ccccc1NC(=S)NC(=O)C(C)(C)C,1%,1.1%,-2,14,-1,5%,7,4%,-2
O=C(/C=C/Nc1cccc(C(F)(F)F)c1)c1ccc(Oc2ncccn2)cc1,-13%,1.0%,16,8,1,2%,.,-10%,3
O=C(COC(=O)/C=C/c1cccc(Cl)c1)Nc1c(F)cccc1F,-8%,.,.,.,.,-4%,-7,-6%,.
CCCCOc1ccc(CNC(=O)Cc2ccc(NC(=O)N3CCSc4ncccc43)cc2)cc1,2%,1.2%,0,-25,9,-1%,-9,1%,-3
Cn1c(CSCc2ccc(Cl)cc2)nnc1SCC(=O)Nc1nc2ccccc2s1,-7%,1.0%,8,0,0,-2%,-3,3%,3
Cc1ccccc1-n1c(SCC(=O)N(C)C2CCS(=O)(=O)C2)nc2ccccc2c1=O (stereo not drawn),-1%,0.2%,-1,3,3,-1%,1,-8%,10
COCC(=O)Oc1c(S(=O)(=O)c2ccccc2)c(C)nn1C(C)(C)C,-1%,3.5%,-3,45,3,-11%,19,17%,-7
Cc1ccc(/C=N/NC(=S)NC2CCS(=O)(=O)C2)cc1 (stereo not drawn),0%,-0.7%,0,17,3,-5%,-7,1%,-14
COc1ccc(C(=O)C2CCCN(Cc3cc(C)c(O)c(C)c3)C2)c(OC)c1 (stereo not drawn),-2%,1.9%,-20,3,13,-3%,8,3%,-1
CCOc1ccccc1NC(=O)COC(=O)C(CC)c1ccccc1 (stereo not drawn),0%,0.6%,-1,-8,6,-1%,-11,5%,0
O=C(NCCCn1ccnc1)Nc1ccc(Cl)c(Cl)c1,2%,2.3%,-8,-16,0,-2%,7,0%,-4
CC#C[C@@H](CC)c1ccc2ccn(C)c2c1,0%,0.9%,0,.,-2,0%,.,-3%,-2
CC(C)(C)C1CCc2c(sc3ncn(N)c(=N)c23)C1 (stereo not drawn),0%,7.5%,1,1,3,2%,-16,-1%,4
Cc1cccc(NC(=O)C(=O)N/N=C/c2ccncc2)c1,2%,0.2%,3,-1,7,-3%,2,-22%,-4
O=C(NCCc1ccc(Cl)cc1)C1CCCN(S(=O)(=O)c2cnc[nH]2)C1 (stereo not drawn),1%,-0.3%,9,12,0,-3%,.,-7%,.
COc1cc(/C=C2/C(=N)N3N=C(CC(=O)N4CCOCC4)SC3=NC2=O)ccc1OCc1ccccc1,-5%,1.4%,6,-13,2,-4%,3,7%,-1
COc1ccc(S(=O)(=O)N(CC(=O)Nc2cc(Cl)ccc2C)Cc2ccccc2)cc1OC,2%,2.5%,5,10,30,-1%,-9,-4%,-1
Cc1cccc(C)c1NC(=O)Cn1nnc(S(=O)(=O)c2ccccc2)c1N,.,-1.4%,-21,-2,2,.,1,.,1
O=[N+]([O-])c1cc(Cl)cc(C2=NCCN2)c1,2%,-0.9%,-1,7,1,-1%,21,-19%,-1
COc1ccc(CNC(=O)Cn2ccc(N)nc2=O)cc1,4%,-1.6%,-12,.,0,-2%,.,1%,3
CCC(=O)N1CCc2cc(Br)cc(S(=O)(=O)N3CCCCC3CC)c21 (stereo not drawn),-4%,-0.8%,-8,-13,1,-6%,-2,-15%,-11
CCOc1ccc(/C=C/C2=Cc3c(sc(NC(=O)CSc4n[nH]c(N)n4)c3C#N)C(C)(C)C2)cc1,?,2.2%,12,97,60*,10%,1,2%,31*
CCCc1nc2oc3c(NCCCN(C)C)ncnc3c2c2c1CCCC2,-19%,-1.8%,-6,9,4,-10%,-17,?,3
CCCNC(=O)Cn1nc(C(F)(F)F)c2c1CCCC2,-1%,2.0%,10,-13,1,-1%,1,-1%,-1
COc1ccc2c(c1)c(=O)c(S(=O)(=O)c1ccccc1)cn2CC(=O)Nc1ccc2c(c1)OCO2,2%,1.5%,-25,9,1,-4%,.,0%,4
Cc1ccc(C)c(NC(=O)Nc2csc3c2CCCC3)c1,0%,-0.1%,-26,1,1,-3%,-5,1%,0
CC(NC(=O)NNC(=O)c1ccncc1)(C(F)(F)F)C(F)(F)F,-4%,-0.5%,6,-8,2,4%,-22,-30%,14
C=CCN(CC=C)C(=O)C1CCN(Cc2ccc(OCc3ccccc3)cc2)CC1,4%,-0.6%,11,-8,29,1%,10,-14%,-10
O=C(NC(=S)N1CCCCCC1)c1ccccc1,-2%,-0.9%,11,0,-1,-3%,0,-4%,-4
CCCCC1CC1C(=O)Nc1ccc(OC)c(OC)c1 (stereo not drawn),1%,-1.4%,.,-9,4,2%,19,-17%,-8
CCOC(=O)C1CCCN(C(=O)Nc2c(-c3ccccc3)noc2C)C1 (stereo not drawn),-5%,1.4%,-2,24,1,-3%,-1,-3%,0
CCS(=O)(=O)Nc1cccc(-c2ccc3nnc(C)n3n2)c1,.,22%,2,7,1,.,.,.,-1
CC1CCCCN1Cc1ccc(N)cc1 (stereo not drawn),-9%,-1.0%,7,26,2,-4%,-6,-21%,-2
C=CCn1c(-c2ccc(S(=O)(=O)N3CCOCC3)cc2)csc1=Nc1ccccc1,2%,-0.1%,16,-7,2,0%,-7,0%,-2
COc1ccc(CCN2CC(C(=O)NCc3cnn(C)c3)CCC2=O)cc1 (stereo not drawn),6%,.,.,.,.,-2%,-1,-11%,.
CCO[C@H]1OC(C(=O)Nc2ccccc2)=C[C@@H](C)[C@@H]1CCCO,6%,2.2%,-1,-4,-2,2%,.,3%,1
NS(=O)(=O)c1ccc(CNC(=O)c2cc(S(=O)(=O)N3CCOCC3)ccc2N2CCCC2)cc1,-1%,.,.,.,.,-4%,-1,-8%,.
O=C(NCCc1ccccc1)c1ccc(CS(=O)(=O)c2ccc(Br)cc2)o1,1%&0%,1.7%&2.0%,-1&5,16&-3,5&15,-2%&-3%,3,20%&3%,1&-6
CC1=CC(C)(C)NC(=S)N1c1cccc2cc(S(=O)(=O)O)ccc12,0%,7.0%,12,-3,1,2%,9,1%,-3
CC(=O)c1ccc(NC(=O)CC2Sc3ccccc3NC2=O)cc1 (stereo not drawn),4%,-0.3%,12,-27,8,-1%,.,1%,0
Cc1ccc(-c2c(CC(=O)O)c(C)nc3sc4c(c23)CCCC4)cc1,-5%,6.4%,-18,8,1,6%,-25,7%,-3
CC(=O)c1cccc(NC(=O)CCCN(C)S(=O)(=O)c2ccc(F)cc2)c1,5%,-0.8%,-32,-11,10,-2%,-13,1%,-6
Cc1cccc(S(=O)(=O)c2cn(Cc3ccc(F)cc3)c3cc(N4CCCCC4)c(F)cc3c2=O)c1,2%,6.2%,-5,5,1,-3%,-6,-12%,1
COc1ccccc1OCCNC(=O)CC(NC(C)=O)c1ccccc1 (stereo not drawn),3%,2.4%,13,10,8,-5%,-7,1%,-5
CCOC(=O)C1(Cc2cccc(F)c2)CCN(C(=O)c2cnccn2)CC1,9%,-0.6%,1,1,1,-1%,-1,12%,0
N#Cc1ccccc1OCC(=O)NNC(=O)CCNC(=O)c1ccccc1,1%,.,.,.,.,-2%,-40,-14%,.
CC1CCCN(Cc2cn3c(-c4cccc(Br)c4)nnc3s2)C1 (stereo not drawn),1%,4.2%,5,-5,1,-3%,.,-1%,-4
Cc1cc(C)c2nc(Cl)c(Cl)nc2c1,-1%,-0.8%,4,-7,1,18%,-3,15%,-2
CCc1cccc(C)c1NC(=S)N(CCCN1CCOCC1)Cc1cccnc1,-3%,0.4%,.,3,2,-5%,-7,5%,1
COc1cc2ccc(C(C)=NOC(C)=O)cc2cc1OC,-5%,.,.,.,.,1%,1,-7%,.
O=C(CNC(=O)c1ccc(=O)[nH]c1)Nc1ccc(F)c(F)c1,0%,2.1%,8,22,3,-2%,4,-27%,0
CSc1ccc(-c2nc3cccc(C)n3c2Nc2ccc(Cl)cc2)cc1,0%,6.0%,7,5,2,-1%,.,2%,-2
CC(NC(=O)CNC(=O)c1ccc2c(c1)OCO2)c1ccc(S(N)(=O)=O)cc1 (stereo not drawn),-2%,2.6%,-10,9,3,-5%,-3,-2%,-1
C=CCNC(=S)N/N=C/c1cn(-c2ccccc2)nc1-c1ccc(OC)cc1,-1%,1.9%,11,6,2,-4%,-3,-10%,-4
COc1ccc(C=CC(=O)c2ccc([N+](=O)[O-])cc2)cc1,-1%,.,.,.,.,-1%,-4,?,.
Cc1ccc(N(CC(=O)NC2CCCCC2)S(=O)(=O)c2c(C)noc2C)cc1,-16%,-0.8%,7,-5,8,-3%,-10,?,-6
CCCCNC(=S)NNC(=O)c1ccoc1C,-7%,3.6%,-5,2,2,-1%,-9,-1%,3
CC(C)N(C(=O)CSc1nnc(NC(=O)c2ccco2)s1)C(C)C,0%,1.0%,-5,9,1,-3%,8,-2%,-4
CSCCC(NS(=O)(=O)c1ccc(Cl)cc1)C(=O)OCC(=O)NC1CCCCC1 (stereo not drawn),1%,0.4%,13,-3,-1,-7%,5,-5%,-3
NC(=O)C[C@@H]1NC(=O)c2cc([N+](=O)[O-])cc(F)c2NCCCC[C@@H](C(N)=O)NC(=O)[C@H](CO)NC1=O,.,3.0%,2,8,0,.,.,.,-6

# Other structures follow.
molecule,Vif-APOBEC3G blk,RXFP1 agonist,D2 PAM,D1 antagonist,D1 ag,GRP78 ERSR act,RXFP1 antag,Vif-A3F inh,D1 potentiator
Cc1ccc(CN(C)C[C@H]2OCc3cnnn3CCCC(=O)N([C@@H](C)CO)C[C@@H]2C)cc1,-7%,.,.,.,.,-6%,-4,6%,.
Cc1ccc(S(=O)(=O)N(C)C)cc1NC(=O)C1CCCCC1,0%,1.3%,-27,-4,0,1%,10,5%,2
COc1ccccc1CNC(=O)COC(=O)/C=C/c1cccs1,-1%,-2.1%,-1,-4,1,4%,-13,-10%,0
COc1ccccc1NC(=S)NC(=O)Cc1ccccc1,0%,.,.,.,.,-9%,-2,-23%,.

# Compound activity: PubChem BioAssay, National Center for Advancing Translational Sciences (NCATS)
